HTR5A inv ag: HTR5A inverse agonists in luminescence cell assay, primary screen, counter-screen for OPRM1-OPRD1 heterodimer inverse agonist project, full-deck HTS; HTR5A cell line, inverse agonism; inhibition, % at 9.3 µM; 340,000 compounds, 0.083% hits; in the data active means inhibition mostly above about 23%, no sharp cut-off; inactive means mostly below about 18%;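 further: 0% = cells with DMSO and 100% = no-cell wells with DMSO; some compounds called inactive have numbers as strong as hits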
DSG3 Ab inh: inhibitors of pemphigus antibody binding to DSG3, primary screen, biochemical, bead-based, flow cytometry, scFv-GFP | Desmoglein-3 (Homo sapiens), P32926 | DSG3-coupled beads, scFv-anti-DSG3-GFP binding; stronger effect = lower value | binding (percent of control), % at 10 µM | 310,000 compounds, 0.48% hits;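 active means binding more than 3 SD below its plate's average and above zero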; further: some compounds called inactive have numbers as strong as hits
MOR-DOR inv ag: inverse agonists of MOR-DOR heterodimerization, primary screen, cell-based, luminescence; Mu-type opioid receptor (Homo sapiens) + Delta-type opioid receptor (Homo sapiens), …; cell-based MOR-DOR heterodimer luminescence, inverse agonism; inhibition, % at 9.3 µM; 340,000 compounds, 0.21% hits; in the data active means inhibition above about 22%, passing the limit was not always enough;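 further: 0% = cells with DMSO and 100% = wells without cells with DMSO; values of inactives mirror those of a sister screen read the other way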
Target sequence (P35372 whole entry, looked up): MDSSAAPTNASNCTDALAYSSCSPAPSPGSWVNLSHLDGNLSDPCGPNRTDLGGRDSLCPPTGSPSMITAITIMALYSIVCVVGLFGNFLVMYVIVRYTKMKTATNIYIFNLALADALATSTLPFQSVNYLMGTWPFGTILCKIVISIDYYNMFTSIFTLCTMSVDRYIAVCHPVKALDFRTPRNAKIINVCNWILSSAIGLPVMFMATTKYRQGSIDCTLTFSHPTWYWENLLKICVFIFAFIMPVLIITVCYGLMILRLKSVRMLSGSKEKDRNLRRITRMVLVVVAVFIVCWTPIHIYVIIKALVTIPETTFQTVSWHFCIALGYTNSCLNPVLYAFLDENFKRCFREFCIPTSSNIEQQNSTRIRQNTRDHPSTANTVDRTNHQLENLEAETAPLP
Target sequence (P41143 whole entry, looked up): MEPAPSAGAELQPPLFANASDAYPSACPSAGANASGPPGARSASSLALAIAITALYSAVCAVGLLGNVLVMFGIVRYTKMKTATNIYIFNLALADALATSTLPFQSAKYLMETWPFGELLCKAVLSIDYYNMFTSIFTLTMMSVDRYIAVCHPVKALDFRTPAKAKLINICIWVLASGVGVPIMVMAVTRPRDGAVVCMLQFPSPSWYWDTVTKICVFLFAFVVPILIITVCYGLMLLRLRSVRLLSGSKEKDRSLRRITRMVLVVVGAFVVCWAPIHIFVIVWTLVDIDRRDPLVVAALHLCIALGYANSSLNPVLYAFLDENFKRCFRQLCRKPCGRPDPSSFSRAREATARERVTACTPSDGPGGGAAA
AddAB inh: growth inhibition of E. coli expressing H. pylori AddAB, primary screen, AddAB inhibitor project, absorbance; AID 435030, 2010; 330,000 compounds, 0.29% hits; inhibition, % at 11.9 µM; in the data active means inhibition above about 12%;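 further: 0% = vehicle wells of infected cells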
OPRM1-OPRD1 ag: agonists of OPRM1-OPRD1 heterodimerization, primary screen, cell-based, luminescence | Mu-type opioid receptor (Homo sapiens) + Delta-type opioid receptor (Homo sapiens), … | AID 504326, 2011 | cells | 340,000 compounds, 0.3% hits | activation, % at 9.3 µM; in the data active means activation above about 18%;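 further: 0% = vehicle-treated cells and 100% = reference agonist; values of inactives mirror those of a sister screen read the other way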
PfHsp90 set2: growth inhibition of PfHsp90-expressing yeast, primary screen, antimalarial PfHsp90 inhibitor project, S. cerevisiae, BacTiter-Glo luminescence, single point, set 2. 310,000 compounds, 0.32% hits. inhibition, % at 9.4 µM. BacTiter-Glo ATP, 48 h; yeast lacking PDR1 and PDR3 efflux regulators;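 active means every replicate shows inhibition above about 80%, whatever the replicate mean, limit read from the data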;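 further: 0% = DMSO neutral controls and 100% = 20 µM radicicol positive controls; yeast relying on Plasmodium falciparum Hsp90 in place of its own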
phage Ecoli inh: growth loss of phage-infected E. coli, primary screen, RecBCD inhibitor project, absorbance, with phage, HTS. 360,000 compounds, 0.26% hits. inhibition, % at 11.9 µM; in the data active means inhibition above about 11%
PKA-R1A act: activators of PKA-R1A holoenzyme, primary screen, biochemical, fluorescence polarization, Cy5-IP20, bovine R1A, mouse PKAc; AID 504707, 2011; PKA-R1A dissociation; scaled: DMSO 0%, 113 µM cGMP 100%; 340,000 compounds, 0.083% hits; activation, % at 11.4 µM;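 active means percent activation above the mean of all tested compounds plus 3 SD, cut at about 19% in these data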;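 further: higher means more PKAc released from R1A so a rise in polarization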
HTR5A ag: HTR5A agonists in luminescence cell assay, primary screen, counter-screen for OPRM1-OPRD1 heterodimer agonist project, full-deck HTS; cell-based; AID 504692, 2011; activation, % at 9.3 µM; 340,000 compounds, 0.61% hits; in the data active means activation mostly above about 9.5%, no sharp cut-off; inactive means mostly below about 7.6%;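 further: 0% = cells with vehicle only and 100% = reference agonist; strong numbers were not always called active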
Mot1-301 SUMO: yeast Mot1-301 growth rescue at high temperature, primary screen, SUMOylation pathway inhibitor project, S. cerevisiae, ATP luminescence, 38.5C | S. cerevisiae Mot1-301 growth rescue; percent above DMSO median, 100 means doubled | growth rescue, % at 18.8 µM | 320,000 compounds, 1% hits | AID 2716, 2010;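 active means every valid replicate shows activation above 250% relative to neutral control wells; inactive means the rest, any valid replicate at or below 250%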;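 further: OY570 slx delta 5 strain wells were the positive control but not used for scaling; some compounds called inactive have numbers as strong as hits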
Ecoli viability: E. coli V3065 growth inhibition, primary screen, counter-screen for AddAB inhibitor project, absorbance, OD600 | 18 h | inhibition, % at 11.9 µM | 330,000 compounds, 0.27% hits | AID 449728, 2010;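 active means inhibition above the campaign's mean inhibition across all tested compounds plus 3 SD, cut at about 9.9% in these data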;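 further: uninfected addAB+ strain grown without phage in ampicillin broth; 0% = DMSO wells and 100% = ciprofloxacin 0.95 µg/ml wells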
* = called active by the depositor; · = not tested or not shown.

SMILES	HTR5A inv ag	DSG3 Ab inh	MOR-DOR inv ag	AddAB inh	OPRM1-OPRD1 ag	PfHsp90 set2	phage Ecoli inh	PKA-R1A act	HTR5A ag	Mot1-301 SUMO	Ecoli viability
Cc1cc(O)c(/C=N/Nc2ccccc2Cl)c(=O)o1	-7	97	15	2.1	-2.8	19	2.5	-16	1	193	0.4
O=C(CN1C(=O)c2ccccc2S1(=O)=O)Nc1ncc([N+](=O)[O-])s1	25	94	14	·	-2.2	-15	2.4	-5	-8	·	·
CC(=O)c1ccc(NC(=S)NNC(=O)c2ccccc2[N+](=O)[O-])cc1	23	102	27	-1.9	-5.3	-6	2.9	-1	3	-3	1.9
Cc1ccc(S(=O)(=O)c2cc3ccccc3nc2N)cc1	14	115	10	1.3	-2.1	·	-3.7	-8	-5	-5	2.5
CCN1CCN(CCNC(=O)c2ccc3c(c2)N(Cc2ccc(F)cc2)C(=O)c2ccccc2S3=O)CC1 (centres undefined)	2	107	16	0.1	-3.1	25	1.3	0	3	11	-1.9
O=C(Nc1cccc(C(=O)O)c1)/C(=C\c1ccccc1)NC(=O)c1cccc2ccccc12	8	99	16	1.0	-3.6	-10	5.4	-4	-3	264	2.4
Cc1ccc(S(=O)(=O)N2CCN(C(=O)[C@H](Cc3ccccc3)NC(=O)c3ccco3)CC2)cc1	0	101	0	·	0.1	·	1.2	-3	1	·	·
C=CCn1c(O)c(CN2CCCCC2)c(C)c(C#N)c1=O	2	110	-5	1.4	1.0	·	-2.9	10	-1	·	-2.5
CCn1cc(Cl)c(C(=O)N2N=C(c3ccc4ccccc4c3)CC2c2ccccc2O)n1 (centres undefined)	-43	96	-24	-1.6	4.7	-16	3.5	-8	12*	-21	-3.6
Cc1ccc(NC(=S)N2CCC(N(C)CC3CCCO3)CC2)cc1 (centres undefined)	-10	104	3	1.1	-0.5	-12	-0.4	-8	3	-3	1.8
CN(CCc1cn[nH]c1)C(=O)CC1C(=O)NCCN1Cc1cccc(Oc2ccccc2)c1 (centres undefined)	12	104	11	2.4	-1.9	-6	5.9	-2	-5	2	0.9
Cc1cc(CNC(=O)c2cc(-c3ccccc3)nc3ccccc23)nn1C	9	117	2	-0.6	-0.3	·	2.6	2	6	319	0.6
S=C(Nc1ccccc1)Nc1nc2ccccc2n1CCOc1ccc(Br)cc1	15	230	11	0.6	-2.1	-38	2.2	-9	3	11	0.3
CCOC(=O)c1ccccc1NC(=O)COC(=O)C1CCCC1	4	105	-43	-1.2	6.8	·	1.5	3	-2	-1	-2.0
CC1(NC(=O)CSc2nnc(-c3ccco3)n2Cc2ccccc2)CCS(=O)(=O)C1 (centres undefined)	-1	103	9	0.8	-2.2	8	0.9	8	1	155	0.9
Cc1ccc(S(=O)(=O)NNC(=O)Nc2ccc(C)c(C)c2)c(C)c1	2	109	6	0.6	-1.5	1	3.2	-11	-1	-21	-1.4
O=C(c1c(F)cccc1F)N1CCC(O)(c2cccnc2)CC1	9	·	-1	-3.0	0.2	1	1.6	-5	-1	-5	-0.6
CN(CC(=O)Nc1cccc(F)c1)CC(=O)N(C)c1c(N)n(Cc2ccccc2)c(=O)[nH]c1=O	0	·	6	-0.2	-1.6	7	0.9	4	2	-7	-0.7
O=c1c2c3c(sc2nc(N2CCNCC2)n1CCc1ccccc1)CCCCC3	-9	101	-20	1.8	3.9	-4	-0.3	5	9	-8	-2.7
N#Cc1cccc(NC(=O)Cn2cnc(S(=O)(=O)N3CCc4ccccc43)c2)c1	3	112	0	0.6	-0.1	19	·	-4	2	9	-1.2
COc1cc(CNc2ccccc2SC)ccc1O	-22	98	-12	2.3	2.1	15	0.2	-9	2	-6	2.0
O=C(COC(=O)COc1cccc(Br)c1)Nc1c(Cl)cccc1Cl	-5	83	6	2.0	-0.9	-5	3.9	2	2	-4	0.6
Cc1noc(C)c1CSCC(=O)NC1=NCCS1	0	108	15	1.0	-3.0	-6	1.9	-7	0	-4	-2.5
Cc1ccc(N2C(=O)c3ccccc3C2=O)cc1Cl	3	113	-23	2.1	5.0	-17	1.3	-8	4	210	1.6
Cc1ncc([N+](=O)[O-])n1CCOC(=O)Nc1ccc(Cl)c(Cl)c1	-3	·	-2	3.0	0.3	·	3.1	5	1	-12	-2.0
CC(=O)NNC(=S)NC(=O)c1ccccc1	5	100	-15	0.0	2.7	-31	-2.9	5	-2	-6	1.4
COc1ccc(Cn2nnc3c(=O)[nH]c(C4CCN(S(=O)(=O)c5ccc(C)cc5)CC4)nc32)cc1	-12	·	6	2.7	-1.2	-9	1.2	-10	3	-12	-2.0
O=C(CSc1ccsc1[N+](=O)[O-])Nc1cccc(F)c1	9	88	6	·	-1.0	-4	6.8	-1	-4	·	·
CCC(C)Sc1ccc([C@H]2N[C@@](Cc3ccccc3)(C(=O)OC)[C@H]3C(=O)N(CC)C(=O)[C@@H]23)cc1OC (some centres undefined)	-1	96	8	-2.1	-1.6	-18	-0.1	-7	7	-7	-1.1
O=C(NCCN1CCOCC1)Nc1cccc(Cl)c1	-2	98	1	1.4	-0.3	2	3.1	7	1	-10	0.8
CS(=O)(=O)c1ccc(Cl)c(NC(=O)CN2CCCC2c2ccc3c(c2)OCCCO3)c1 (centres undefined)	17	·	4	0.2	-0.9	2	1.2	8	-7	-11	0.2
COc1ccc(CCNC(=O)CSc2nnc3ccccn23)cc1	-7	82	11	0.2	-2.1	-19	8.0	-17	3	10	-2.8
C[C@H]1COC(=O)[C@@H](CC(=O)OC(C)(C)C)C/C=C\C[C@@H](CC(=O)N[C@H](CO)Cc2ccccc2)C(=O)N1	-5	108	20	1.8	-3.5	-14	1.9	6	0	-22	-0.6
Cc1sc(NC(=O)c2sc3nc4c(C)cccc4cc3c2N)c(C#N)c1C	4	94	-15	3.0	2.9	·	1.4	0	-3	-7	-4.3
Cc1ccc(C(=O)COC(=O)CNC(=O)c2ccc(N3C(=O)c4ccccc4C3=O)cc2)cc1C	5	83	-1	-0.3	0.1	43	4.0	9	-2	-6	-0.2
COCC(C)n1c(SCC(=O)NNC(=O)c2ccccc2)nc2ccccc2c1=O (centres undefined)	-2	110	11	2.2	-2.0	-11	3.3	1	-1	439*	0.3
O=C(Nc1ccc(F)cc1F)c1cc(-c2ccco2)on1	18	93	1	0.9	-0.1	-32	3.4	4	3	-7	1.3
CC(=O)c1cccc(S(=O)(=O)N2CCC(C(=O)O)(c3ccccc3)CC2)c1	-13	·	10	0.8	-1.6	-4	5.5	-5	5	-16	0.6
Cc1cc(C(F)(F)F)nc(SCCN2CCCCC2)c1C#N	4	113	-4	3.3	0.8	8	1.9	-7	-2	-4	1.5
COc1cc(/C=N/NC(=O)COc2c(C)cc([N+](=O)[O-])cc2C)ccc1OC(=O)c1ccccc1	-2	84	-17	0.2	3.3	6	2.8	0	2	-7	-0.3
Nc1nc(-c2cccnc2)nn1C(=O)c1ccccc1Cl	-16	101	9	·	-1.8	-81	3.8	-4	0	·	·
Cc1cc(N2CCCCC2)ccc1[N+](=O)[O-]	-1	103	7	4.8	-1.4	2	2.2	-5	0	68	0.0
CC(NC(=O)c1cnc2n(c1=O)CCS2)c1ccccc1 (centres undefined)	11	·	8	-1.1	-1.6	-13	0.2	-2	-1	994*	-1.5
CS(=O)(=O)N(CC(=O)Nc1cccc(Cl)c1)c1ccccc1Cl	1	100	3	4.2	-0.5	·	2.8	1	-1	-4	1.8
COc1ccc(/C=C/C(=O)OCC(=O)Nc2c(C)cccc2C)cc1	-18	94	15	0.7	-3.2	21	1.4	-9	6	·	4.5
Cc1ccc(CN(CC(=O)NCc2ccc3c(c2)OCO3)C(=O)c2csnn2)cc1	-6	·	-7	4.4	0.9	-9	0.8	0	2	-2	-0.1
Cc1cc(=O)[nH]c(SCc2nnnn2-c2ccc(Cl)cc2)n1	-5	86	7	1.0	-1.1	6	1.6	-5	-4	-5	1.5
COc1ccc(C2N(c3ccccc3)C(=O)C2(F)F)cc1OC (centres undefined)	-25	103	16	-2.1	-3.3	8	0.3	-4	7	10	0.2
C=CCOc1c(OC)cc(Cl)cc1C1NC(=O)NC(C)=C1C(C)=O (centres undefined)	14	95	14	-0.2	-2.6	8	1.2	0	1	0	0.8
CCOc1ccc(NC(=O)CN(C)C(=O)c2cccc(S(=O)(=O)N3CCN(C)CC3)c2)cc1OCC	13	101	0	·	0.0	·	1.8	-10	-4	·	·
CCC(Sc1nncn1C)C(=O)Nc1nnc(-c2ccccc2Cl)s1 (centres undefined)	-4	98	9	-2.6	-1.5	10	2.7	-14	1	-15	1.7
NC(=O)c1cc([N+](=O)[O-])c(Cl)cc1NCc1ccccn1	-22	125	2	2.3	-0.4	2	2.0	-4	3	-13	2.2
Cn1nc(C(=O)OCC(=O)Nc2sccc2C(N)=O)c2ccccc2c1=O	-13	98	10	3.8	-1.9	1	0.5	4	1	324	-0.8
CC(OC(=O)[C@H](C)NC(=O)c1ccccc1Cl)C(=O)NCc1ccc2c(c1)OCO2 (some centres undefined)	-9	96	8	0.0	-1.5	18	1.1	-11	1	5	-0.2
O=C(Nc1cccc(S(=O)(=O)N2CCCCC2)c1)C1CCN(C(=O)c2ccc(Cl)cc2)CC1	17	99	8	0.6	-2.0	13	1.0	-3	6	4	-0.5
CC(C)(NC(=O)NC(CO)c1ccccc1)c1cccc(C(C)(C)NC(=O)NC(CO)c2ccccc2)c1 (centres undefined)	-10	98	7	4.9	-1.3	-11	0.3	8	1	12	-0.9
Cc1sc2ncnc(NCC(c3ccco3)N(C)C)c2c1C (centres undefined)	-19	·	14	1.2	-2.4	·	-1.9	1	7	69	-1.7

Compound profiles (already shown). Order of values: HTR5A inv ag	DSG3 Ab inh	MOR-DOR inv ag	AddAB inh	OPRM1-OPRD1 ag	PfHsp90 set2	phage Ecoli inh	PKA-R1A act	HTR5A ag	Mot1-301 SUMO	Ecoli viability
Cc1cc(=O)[nH]c(SCc2nnnn2-c2ccc(Cl)cc2)n1 is listed with -5	86	7	1.0	-1.1	6	1.6	-5	-4	-5	1.5
CC(C)(NC(=O)NC(CO)c1ccccc1)c1cccc(C(C)(C)NC(=O)NC(CO)c2ccccc2)c1 (centres undefined) is listed with -10	98	7	4.9	-1.3	-11	0.3	8	1	12	-0.9

Assay outcomes as filed in PubChem.
